Screening data (PubChem BioAssay)
MazF activator: activators of E. coli MazEF toxin-antitoxin RNase; P0AE70; FAM/BHQ RNA-DNA oligo cleavage fluorescence, 5 h; activation, % at 20 µM; 350,000 compounds, 0.32% hits; in the data active = activation above about 50%
Target sequence (P0AE70 whole entry, looked up): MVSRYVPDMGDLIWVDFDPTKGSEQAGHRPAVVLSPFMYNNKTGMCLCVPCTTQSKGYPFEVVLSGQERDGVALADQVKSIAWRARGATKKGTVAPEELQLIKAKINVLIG
CCHFV vOTU inh: CCHFV vOTU protease inhibition; Pep-AMC fluorescence; inhibition, % at 11.5 µM; 370,000 compounds, 0.55% hits; AID 651958; in the data active = inhibition above about 30%; also: 0% = vehicle wells with enzyme and 100% = no enzyme wells
PriA SSB inh: inhibitors of Klebsiella pneumoniae PriA binding to SSB C-terminal tail | AlphaScreen SSBct-PriA binding, biotinylated peptide | inhibition, % at 33 µM | 430,000 compounds, 0.6% hits | AID 1272365; in the data active = inhibition mostly above about 37%, no sharp cut-off; inactive = mostly below about 20%;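 also: plate controls were negative control peptide for no effect and reference peptide for full effect; strong numbers were not always called active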
Rv3671c protease: inhibits the M. tuberculosis serine protease Rv3671c; P9WHR9; 320,000 compounds, 0.048% hits; inhibition, % at 5.96 µM; AID 2606; in the data active = inhibition above about 38%;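 also: extracellular domain of Rv3671c used as enzyme; 0% = enzyme with DMSO and 100% = no enzyme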
Target sequence (P9WHR9 whole entry, looked up, the tested form may be a part): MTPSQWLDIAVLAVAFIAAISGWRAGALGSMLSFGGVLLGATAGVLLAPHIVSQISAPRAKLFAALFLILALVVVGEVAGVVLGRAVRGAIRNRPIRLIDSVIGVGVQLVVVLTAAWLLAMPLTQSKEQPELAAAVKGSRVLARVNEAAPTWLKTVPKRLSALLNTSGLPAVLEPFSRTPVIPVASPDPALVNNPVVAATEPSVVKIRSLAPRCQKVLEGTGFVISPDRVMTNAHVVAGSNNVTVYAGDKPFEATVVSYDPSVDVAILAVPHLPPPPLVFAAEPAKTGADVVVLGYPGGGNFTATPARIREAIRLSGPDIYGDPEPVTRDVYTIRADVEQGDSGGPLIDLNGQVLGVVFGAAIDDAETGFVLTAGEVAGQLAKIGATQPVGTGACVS
BoNT-F LC inh: inhibitors of Botulinum neurotoxin F light chain protease | Multiplex microsphere protease cleavage assay, flow cytometry | AID 588497 | 360,000 compounds, 0.22% hits | inhibition, % at 10 µM; in the data active = inhibition above about 35%, passing the limit was not always enough; inconclusive = no clear call, values can overlap the other calls; also: plate controls were buffer without enzyme for full effect and enzyme alone for no effect
SARS 3CLpro inh: SARS-CoV 3CLpro protease inhibition; recombinant SARS-CoV 3CLpro, quenched FRET peptide cleavage; 290,000 compounds, 0.14% hits; inhibition, % at 6 µM; in the data active = inhibition above about 12%
DUSP3 inh: inhibitors of human VHR1 phosphatase (DUSP3); P51452; recombinant VHR phosphatase, pNPP absorbance; 290,000 compounds, 0.52% hits; inhibition, % at 13.3 µM; AID 1654; in the data active = inhibition above about 50%; also: some compounds called inactive have numbers as strong as hits
Target sequence (P51452 whole entry, looked up): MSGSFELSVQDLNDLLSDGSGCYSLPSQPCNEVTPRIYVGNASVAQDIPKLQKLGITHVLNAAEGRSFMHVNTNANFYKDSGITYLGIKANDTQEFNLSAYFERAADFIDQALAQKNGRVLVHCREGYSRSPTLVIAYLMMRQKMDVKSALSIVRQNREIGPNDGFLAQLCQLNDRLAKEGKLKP
BoNT A protease: blocks Botulinum neurotoxin A light chain protease; AID 588499; inhibition, % at 10 µM; multiplex microsphere protease substrate cleavage, flow cytometry; 360,000 compounds, 0.17% hits; also: plate controls were buffer without enzyme for full effect and enzyme alone for no effect
Anthrax LF prot: blocks Bacillus anthracis lethal factor protease. inhibition, % at 10 µM. AID 588501. P15917. 360,000 compounds, 0.12% hits. multiplex microsphere protease cleavage assay, LF; also: plate controls were buffer without enzyme for full effect and enzyme alone for no effect
PrPC surface inh: inhibitors of human cell surface prion protein PrPC; P04156; AID 720596; inhibition, % at 13.8 µM; 370,000 compounds, 0.43% hits; TR-FRET read-out; in the data active = inhibition above about 24%; also: 0% = median of the test wells and 100% = reference compound wells
* hit, by the source's call; i = inactive; ? = inconclusive; nt = not tested or not shown; & = joins results of further samples. Rule as the data show it, unless noted: active = inhibition above about 30%; inconclusive = no clear call, values can overlap the other calls; inactive = below that.

SMILES	MazF activator	CCHFV vOTU inh	PriA SSB inh	Rv3671c protease	BoNT-F LC inh	SARS 3CLpro inh	DUSP3 inh	BoNT A protease	Anthrax LF prot	PrPC surface inh
O=C(O)c1ccc(N(c2ccccc2)c2ccccc2)cc1	-1	22	-6	4	-2	5	20	-0.2	-5	10
COc1cc(=O)[nH]c(SC(C)C(=O)Nc2ccc3ccccc3c2)n1 (configuration not stated)	2	0	-5	-4	4	-3	-12	0.6	2	3
Cc1cc(NC(=O)COc2nnc(-c3ccccc3)c3ccccc23)no1	-3	7	4	-3	-8	1	14	-0.1	-1	0
CCn1c(O)c(N=NC(=O)CNC(=O)/C=C/c2ccco2)c2ccccc21	-3	3	-8	-4	-2	-1	-20	-1.2	-4	-32
Cc1cc(Cl)c(S(=O)(=O)N2CCCC2)cc1OCC(N)=O	-19	-2	-4	10	-2	-1	-6	0.9	-2	8
COc1ccc(NC(=O)CN(C)C(=O)c2cc(-c3ccc(Cl)cc3)nc3ccccc23)cc1	-9	1	2	-11	7	nt	nt	1.2	-1	-7
Cc1nn(Cc2ccccc2)c(C)c1C(=O)NCCN1C(=O)S/C(=C\c2ccc(F)cc2)C1=O	-14	-1	-14	5	26	0	10	4.2	-5	-6
O=S(=O)(NCCc1ccc(Cl)cc1)c1cccc2cccnc12	4	5	-14	-1	7	2	40	-1.6	-9	3
Nc1ncnc(Oc2cccc3cccnc23)c1[N+](=O)[O-]	12	23	1	9	-1	0	19	-2.3	-3	-14
C=CCN1c2ccccc2[C@]23C[C@@H](C(=O)OC)N(C(=O)c4ccc(Br)cc4)C2=NC(C(=O)OC)=C(C(=O)OC)[C@H]13	2	9	nt	-11	3	nt	26	-0.3	-2	5
CCOC(=O)COc1ccc(Br)cc1C1NC(=O)NC(C)=C1C(=O)NCc1ccccc1 (configuration not stated)	-2	-9	9	0	-3	1	1	-0.1	-3	0
Cc1cccc(S(=O)(=O)Nc2nc3ccccc3nc2Nc2cccc(C(=O)O)c2)c1	-3	16	-5	1	-4	10	1	0.7	-1	2
O=C1CCc2ccc(OCCCCN3CCN(c4cccc(Cl)c4Cl)CC3)cc2N1	7	-2	2	-6	-4	1	30	0.3	-3	-5
CC(C)OC(=O)CN1CCN(S(=O)(=O)c2cc(Cl)ccc2Cl)CC1	10	2	-23	-3	-6	0	11	0.1	-2	2
COc1ccc(N(CC(=O)NN=C2CCN(C)CC2)S(=O)(=O)c2ccc(NC(C)=O)cc2)cc1	10	-6	-2	-13	-26	-6	-9	-2.8	-9	-9
Cc1cccc(/C=N/NC(=O)Cc2cccs2)c1	7	-7	i	11	-6	0	14	6.1	?	7
CCN1C(=O)[C@H]2[C@@H](c3ccc(Cl)cc3)N3C(=O)CN(CCOC)C(=O)[C@@]3(C)[C@H]2C1=O	2	-5	-6	8	-6	-7	20	0.2	-2	-1
Nc1nc(N)nc(-c2ccccc2O)n1	-6	-3	-3	-2	3	0	30	-0.1	2	1
O=C(NCc1ccccc1)C(c1ccncc1)N(C(=O)c1csnn1)c1cccc(F)c1 (configuration not stated)	9	16	13	4	3	-3	15	1.1	2	-6
Cc1ccc(-n2nnnc2SCC(=O)NCC2CCCO2)cc1C (configuration not stated)	3	-8	-12	nt	13	nt	nt	6.5	-2	3
O=S(=O)(NCC(c1cccnc1)N1CCc2ccccc2C1)c1ccccc1 (configuration not stated)	4	11	6	9	1	0	21	1.1	0	6
COc1cc(CN2CCCCCC2)cc(OC)c1OC	-7	-10	-4	0	-8	1	30	-2.0	0	-1
N#CC(C(=O)NC1CCCCC1)=C1CCCCC1	7	-5	-3	1	-1	2	5	0.4	0	0
O=C(O)CCCN=CC1=C(O)CNC1=O	10	0	-19	-9	-4	2	2	0.0	-5	9
COC(=O)c1ccc(CSc2nnc3n(Cc4ccccc4OC)c(=O)c4ccccc4n23)o1	6	-6	-2	5	5	nt	21	1.7	3	8

An excerpt of these results, as comma-separated lines:
SMILES,MazF activator,CCHFV vOTU inh,PriA SSB inh,Rv3671c protease,BoNT-F LC inh,SARS 3CLpro inh,DUSP3 inh,BoNT A protease,Anthrax LF prot,PrPC surface inh
O=C(O)CCCN=CC1=C(O)CNC1=O,10,0,-19,-9,-4,2,2,0.0,-5,9
Cc1cc(Cl)c(S(=O)(=O)N2CCCC2)cc1OCC(N)=O,-19,-2,-4,10,-2,-1,-6,0.9,-2,8
O=S(=O)(NCC(c1cccnc1)N1CCc2ccccc2C1)c1ccccc1 (configuration not stated),4,11,6,9,1,0,21,1.1,0,6
Cc1cccc(/C=N/NC(=O)Cc2cccs2)c1,7,-7,i,11,-6,0,14,6.1,?,7
COc1cc(=O)[nH]c(SC(C)C(=O)Nc2ccc3ccccc3c2)n1 (configuration not stated),2,0,-5,-4,4,-3,-12,0.6,2,3
Cc1nn(Cc2ccccc2)c(C)c1C(=O)NCCN1C(=O)S/C(=C\c2ccc(F)cc2)C1=O,-14,-1,-14,5,26,0,10,4.2,-5,-6

Continuation.
SMILES	MazF activator	CCHFV vOTU inh	PriA SSB inh	Rv3671c protease	BoNT-F LC inh	SARS 3CLpro inh	DUSP3 inh	BoNT A protease	Anthrax LF prot	PrPC surface inh
Cc1ccc(COCCN2CCN(S(=O)(=O)c3ccccc3)CCC2=O)cc1	10	-6	-5	4	-3	nt	-1	0.4	3	2
COc1ccc(C2CC(c3ccccc3)=NN2C(=O)COC(=O)C2CC2)cc1 (configuration not stated)	-1	10	12	3	0	-1	2	0.4	-1	17
CCC(C(=O)NCCc1c[nH]c2ccc(C)cc12)c1ccccc1 (configuration not stated)	7	1	-8	-1	5	1	-12	-0.5	8	-2
CCc1ccc(C(=O)COC(=O)CNC(=O)Cc2ccccc2)cc1	0	-19	-2	-10	?	-2	19	-1.7	1	-2
COc1cc2c(cc1C1NC(=S)NC(C)=C1C(N)=O)CCCC2 (configuration not stated)	1	-15	12	0	1	10	26	-0.3	0	-3
CCOC(=O)c1c(C)c(C(=O)NCc2ccco2)c(C)n1Cc1ccccc1	-7	nt	-3	3	-9	1	21	-0.9	-4	nt
Cc1cc2c(c(=O)o1)C(C1C=CCCC1)C(C#N)=C(N)O2 (configuration not stated)	0	9	-3	-8	1	-2	-34	-0.4	2	-12
OC(Cn1cccn1)c1ccccc1 (configuration not stated)	2	8	2	7	-27	-6	0	-1.6	-8	7
Cc1ccc(N2CC(C(=O)N3CCCCCC3)CC2=O)cc1 (configuration not stated)	-4	11	-4	8	-4	1	10	-1.3	-9	-1
C=CCOc1ccc(C(=O)Nc2ncn[nH]2)cc1	6	-13	-8	-1	?	-1	22	1.3	-15	3
COC(=O)CNS(=O)(=O)c1ccc(C)cc1	-5	4	-18	7	-7	2	12	-0.7	-3	-5
O=C(Nc1ccc(Cl)cc1)c1ccncc1	4	9	-7	13	6	1	7	0.6	0	4
CC(=O)c1ccc(OCCn2c(SCC(=O)O)nc3ccccc32)cc1	4	-8	8	nt	-22	4	12	2.8	-2	-1
CN1CCN(c2nc3c(c(=O)n(C)c(=O)n3C)n2Cc2ccccc2F)CC1	4	-6	-6	1	nt	2	20	nt	nt	-10
CSCC[C@H](NC(=O)C(C)(C)Oc1ccc(Cl)cc1)c1nc2ccccc2[nH]1	4	-1	-4	-8	-2	2	4	0.4	-2	4
Cc1ccc2sc(N(CCCN(C)C)C(=O)c3ccc(S(=O)(=O)N(C)C)cc3)nc2c1C	14	5	8	-6	-9	1	16	-0.2	-2	-7
O=C(NCCNCc1cccs1)c1ccccc1F	0	-12	-1	3	-8	-2	13	-0.4	-7	3
CN(C)/C=C1/OC(=O)C(C#N)=C1c1ccc(Cl)cc1	0	-1	-8	-4	-16	-5	38	-5.2	-1	-16
N#C/C(=C\c1c(N2CCCCC2)nc2ccccn2c1=O)C(=O)NC1CCS(=O)(=O)C1 (configuration not stated)	-23	-127	-5	-1	2	1	0	0.3	3	-10
Cc1ccc(C)n1-c1ccc(-c2nnc3n2CCCCC3)s1	0	-8	-2	13	0	2	40	-1.6	1	-5
COC(=O)c1cc(C(=O)CSc2nc(C)cc(C)n2)ccc1O	-1	-5	-6	5	-4	-1	4	-0.1	-5	2
COc1ccc(N2CCN(C(=O)Cc3ccc(C)cc3)CC2)cc1	13	9	12	-7	15	-3	-35	1.6	-9	8
Cc1ccc(-n2ncc3c(N4CCC(C(N)=O)CC4)ncnc32)c(C)c1	-8	8	-5	-5	0	-1	16	0.3	2	4
CCCCCCCCCCCCCCCC[n+]1cccc(C(=O)N(CC)CC)c1	-20&-6	22	2	-8	-12&-6	4	-4	-0.3&0.2	-1&-3	11
Cn1c(=O)c(=O)n(C)c2cc(N3CCCC3)c(NS(=O)(=O)c3ccc(F)cc3)cc21	14	19	6	-6	3	1	9	1.3	3	5

More records follow:
SMILES	MazF activator	CCHFV vOTU inh	PriA SSB inh	Rv3671c protease	BoNT-F LC inh	SARS 3CLpro inh	DUSP3 inh	BoNT A protease	Anthrax LF prot	PrPC surface inh
COc1ccc(C(C)NC(=O)CCc2ccccc2)cc1 (configuration not stated)	6	-22	-6	5	-21	-1	15	-4.5	-3	8
CCC(CC)N1CCN(C(=O)Cc2ccccc2)CC1	9	-5	-2	-3	-4	-5	31	1.4	-6	2
CNc1nc(NC#N)nc(SC)n1	5	1	-3	4	-7	-2	14	0.0	-1	4
COC(=O)CNC(=O)C1CCCN1C(=O)OC(C)(C)C (configuration not stated)	1	8	0	2	-8	4	2	0.2	-5	5
Cc1ccc(N2C(=O)C3C4CC(=O)C(c5ccccc54)C3C2=O)cc1C (configuration not stated)	-3	9	-15	-2	4	1	-5	0.0	-1	6
Cc1cccn2cc(-c3ccccc3)nc12	9	-5	8	1	-5	4	34	-0.2	0	-3
CCOC(=O)c1c(NC(=O)COc2ccccc2)sc2c1CC(C)(C)NC2(C)C	12	5	0	8	1	6	26	-0.2	-3	-4
COc1ccccc1NC(=O)c1sc2nc3n(c(=O)c2c1C)CCC3	-10	-6	-8	-4	-3	-1	20	0.5	-3	4
CN(C)S(=O)(=O)c1ccc(C(=O)NNC(=O)C23CC4CC(CC(C4)C2)C3)cc1	4	1	-3	0	-2	nt	nt	-3.4	-6	0
CCC[C@H]1CN(Cc2ccccc2)C(=O)[C@@H]1CC(=O)NC	7	4	nt	nt	0	nt	nt	0.0	-8	3
CNC[C@H]1Oc2cc(Br)ccc2S(=O)(=O)N([C@@H](C)CO)C[C@@H]1C	-28	-2	nt	nt	-11	nt	nt	-1.0	2	0
Cc1nn(-c2cccc(Cl)c2)c2c1C(c1cccnc1)C(C#N)=C(N)O2 (configuration not stated)	13	35*	14	-158	-7	0	19	0.3	0	-6
CCOC(=O)[C@H]1[C@H]2COc3ccc(Cl)cc3[C@@H]2N2C(=O)c3ccc(C)cc3NC(=O)[C@@]12C	7	-1	-16	-11	0	nt	nt	-0.1	-4	-4
CCCCN(CCCNC(=O)c1c(C)cc(=O)oc1C)c1ccccc1	-7	4	27	0	0	3	21	-1.2	-3	0
Cc1cc2nccc(-c3ccc(OCCCF)cc3)n2n1	8	-10	-34	4	-3	1	-9	0.5	-5	-18
CC(C)C(=O)Nc1c2c(nn1-c1ccc(F)cc1)CSC2	7	0	-9	-1	0	1	-17	-0.7	1	-4
Cc1cccc(OCC(=O)NNC(=O)c2cc3ccccc3oc2=O)c1	3	15	-15	-3	-12	3	-19	-0.1	-2	3
CCOc1ccccc1C(=O)Nc1cc2c(cc1N1CCCC1)n(CC)c(=O)n2CC	-22	16	29	-4	-3	-1	31	-1.6	-1	18
O=C(COc1ccccc1F)N1CCc2ccccc2C1	-1	-11	-5	-2	-2	2	29	0.6	0	0
O=C(CNc1ccccc1)N/N=C/c1c(O)ccc2ccccc12	1	20	nt	13	19	4	-12	6.4	-4	-10
COc1cc(Br)c(-c2sc(Nc3ccccc3)n[n+]2-c2ccccc2)cc1OC	10	8	-9	3	-1	-1	40	-0.2	-4	-6
CCN(C(=O)CSc1ncccn1)c1c(N)n(Cc2ccccc2)c(=O)[nH]c1=O	-3	-5	1	nt	-2	nt	nt	-0.3	-2	-7
Cc1ccc(Cl)c2c1NC(=O)C2=O	7	9	-1	5	-3	nt	nt	-0.2	3	-31
CCN(CC)C(=O)c1ccc2c(c1)nnn2C	-4	-1	-8	-7	1	5	-1	0.5	0	-5

This is a subset (hit frequency here may not be typical).
